TDP1 cell CPT = qHTS for Inhibitors of human tyrosyl-DNA phosphodiesterase 1 (TDP1): qHTS in cells in presence of CPT | Potency, µM (doses to about 46.2 µM), for inactives: at the top dose activity change, negative = growth inhibition, most hits filed as inhibitors | chicken DT40 Tdp1-/-;hTDP1 cells + 20 nM CPT, ATP luminescence, 48 h | hit rate 12% among 420,000; further: nearly all actives have a fitted effect of over 55% in size
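Cell growth measured by CellTiter-Glo luminescence after a minimum 48 h, 37 C compound exposure with 20 nM CPT in Tdp1-knockout DT40 cells stably expressing hTDP1, seeded 400/well; qHTS titration format.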
FEN1 inh = qHTS Assay for the Inhibitors of Human Flap endonuclease 1 (FEN1); Recombinant FEN1 flap cleavage, fluorescence, 15 min; Potency, µM (titrated, usually from 114 µM), inactives show at the highest dose activity change, negative = inhibition, most hits filed as inhibitors; hit rate 0.35% among 390,000; further: nearly all actives have a fitted effect of over 65% in size
Target sequence (P39748 whole entry, looked up): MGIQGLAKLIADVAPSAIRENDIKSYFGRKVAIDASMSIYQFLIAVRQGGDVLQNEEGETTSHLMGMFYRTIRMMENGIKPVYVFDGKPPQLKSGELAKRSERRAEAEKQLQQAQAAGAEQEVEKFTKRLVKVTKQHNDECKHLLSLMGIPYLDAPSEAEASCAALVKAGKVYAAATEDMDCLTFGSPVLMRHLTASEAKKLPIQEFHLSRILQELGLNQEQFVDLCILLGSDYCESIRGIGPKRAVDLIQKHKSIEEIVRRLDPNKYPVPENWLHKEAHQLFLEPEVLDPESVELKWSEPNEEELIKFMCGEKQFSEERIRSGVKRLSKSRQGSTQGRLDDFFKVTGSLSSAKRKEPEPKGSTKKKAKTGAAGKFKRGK
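Recombinant FEN1 (10 nM) was preincubated with pin-transferred compounds for 15 min at room temperature, then flap DNA substrate (50 nM final) was added. Plates were read at 0 and 15 min, and normalized concentration–response data were fitted to a four-parameter Hill equation.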
GCN5L2 inh = qHTS Assay for Inhibitors of GCN5L2; Histone acetyltransferase KAT2A (Homo sapiens), Q92830; GCN5L2 HAT assay, ThioGlo1 CoA-SH fluorescence; Potency, µM (doses to about 58.9 µM), inactives show at the top dose activity change, negative = inhibition, usual class: inhibitors; hit rate 0.21% among 390,000; AID 504327, 2011
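Free CoA generated was detected with ThioGlo1 (50uM) fluorescence at Ex340nm/Em540nm, read immediately and after 20 min at room temperature. Enzyme, 20 nM in HEPES pH 7.5 buffer, saw compounds 15 min before adding 75uM H3(1-25) peptide and 70uM acetyl-CoA.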
Numbers without * were called inactive; u = inconclusive; x = no result given. The call rests on the fitted dose curve; in most records, active means well fitted curve in the direction sought with a large enough effect; inconclusive means small, poorly fitted or top-dose-only effect, or another doubt; inactive means no such curve, though single readings can be large; an effect the other way counts as inactive or inconclusive. On the % scale 0 is the no-effect control and ±100 the full control effect; potency means the concentration at half of the fitted maximal effect. These rows are one share of the data. The share of hits here may be higher or lower than overall.

compound | TDP1 cell CPT | FEN1 inh | GCN5L2 inh
Cc1ccc(OCCN2CCCC2)cc1 | -11% | -2% | -20%
COc1cc(C(=O)NC(=S)Nc2ccc3c(c2)OCO3)cc(OC)c1OC | -2% | -9% | -4%
CC(CNC(=O)c1cnn(-c2ccc(F)cc2)c1-n1cccc1)c1ccccc1 (stereo unspecified) | x | -1% | -6%
Cc1ccc(/C=N/NC(=O)Cn2nc(C)c([N+](=O)[O-])c2C)o1 | -5% | 2% | -6%
CC(C)(C)c1nn(-c2ccccc2)c2nc(Cl)c(C=O)cc12 | u | 1% | -10%
COc1cc(/C=N/NC(=O)c2cnccn2)ccc1O | 6% | -12% | 2%
CCCc1nc2c([nH]1)C(c1cccnc1)C(C#N)=C(N)O2 (stereo unspecified) | -16% | 5% | -6%
Cc1cc(C(=O)CCC(=O)N(C)CC(=O)Nc2ccccc2Br)c(C)s1 | -21% | -6% | -13%
CCOc1ccc(/C=N/Nc2nncc(-c3ccccc3)n2)cc1OC | 16µM* | 6% | -10%
COc1cc(/C=C2/SC(=Nc3ccc(O)cc3)NC2=O)ccc1O | 1µM* | -33% | -8%
N#C/C(=C\c1ccc(-c2nc3ccccc3s2)o1)C(N)=O | u | -6% | -29%
Cc1ccc(C(=O)N2[C@@H]3CN(C)C(=O)[C@@]2(Cc2ccccc2)[C@H]2C(=O)N(C)C(=O)[C@@H]32)cc1 | 8% | 1% | x
Cc1cc(C(=O)CSc2nc3ccc(Cl)cc3[nH]2)c(C)n1C | u | -14% | -4%
COc1ccccc1NC(=O)CSc1nc(N)c(-c2ccccc2)c(=O)[nH]1 | -14% | -2% | -4%
O=C(COC(=O)c1ccc(O)cc1)NCC1COc2ccccc2O1 (stereo unspecified) | 2% | -1% | 0%
Cc1ccc(NC(=O)N/C=C/c2ccccc2)cc1 | -14% | 4% | 6%
C/C(=N\NC(=O)Cc1ccc(Br)cc1)c1cccnc1 | -25% | -8% | 3%
COc1cccc(C2/C(=C(/O)c3ccc(C)cc3)C(=O)C(=O)N2Cc2ccco2)c1 (stereo unspecified) | 8% | -2% | -2%
NC(=O)C1CCN(CC(=O)Nc2cc(S(=O)(=O)N3CCOCC3)ccc2N2CCCC2)CC1 | 1% | -4% | -1%
C=CCN1C(=O)c2ccc(C(=O)N3CCN(S(=O)(=O)c4cccc([N+](=O)[O-])c4)CC3)cc2C1=O | -7% | -2% | -12%
O=C(O)C1C2C=CC(C3CC23)C1C(=O)O (stereo unspecified) | 1% | 3% | 7%
CCN(CC)S(=O)(=O)c1ccc(/C(O)=C(\C#N)c2nc3ccccc3n2C)cc1 | u | 0% | 5%
Cc1c(NC(=O)Cc2noc3ccccc23)cccc1[N+](=O)[O-] | 3% | 16% | -8%
COC(=O)c1cc2c(C)c(C)c3ccccn3c-2c1C(=O)OC | 26µM* | 8% | -6%
CC1CC(C)CN(C(=O)COC(=O)/C=C/c2ccco2)C1 (stereo unspecified) | 1% | -1% | -4%
O=C(CN1CCCCC1)NC(=O)Nc1ccccc1F | -11% | -5% | -1%
COc1ccc(S(=O)(=O)N2CCCCC2)cc1NC(=O)c1cccs1 | -21% | -16% | -1%
Cc1ccc(C)c(NC(=O)Cn2cc(C(=O)c3ccncc3)c(=O)c3cc(F)ccc32)c1 | -9% | 19% | 4%
CC(C)C[C@H](NC(=O)C1CCN(S(=O)(=O)c2ccccc2)CC1)C(=O)NCc1ccccn1 | -3% | -5% | -10%
Cc1ccc(CN(Cc2ccco2)S(=O)(=O)c2ccc(S(=O)(=O)NCC3CCCO3)cc2)cc1 (stereo unspecified) | u | 16% | 13%

Record cards (already shown):
Entry for COC(=O)c1cc2c(C)c(C)c3ccccn3c-2c1C(=O)OC → TDP1 cell CPT: 26µM*; FEN1 inh: 8%; GCN5L2 inh: -6%
Entry for CC(C)(C)c1nn(-c2ccccc2)c2nc(Cl)c(C=O)cc12 → TDP1 cell CPT: u; FEN1 inh: 1%; GCN5L2 inh: -10%
Entry for Cc1ccc(CN(Cc2ccco2)S(=O)(=O)c2ccc(S(=O)(=O)NCC3CCCO3)cc2)cc1 (stereo unspecified) → TDP1 cell CPT: u; FEN1 inh: 16%; GCN5L2 inh: 13%

A second format for some results above:
Results follow in this order: TDP1 cell CPT, FEN1 inh, GCN5L2 inh
> COc1cc(/C=C2/SC(=Nc3ccc(O)cc3)NC2=O)ccc1O
    1µM*, -33%, -8%
> N#C/C(=C\c1ccc(-c2nc3ccccc3s2)o1)C(N)=O
    u, -6%, -29%
> Cc1ccc(C(=O)N2[C@@H]3CN(C)C(=O)[C@@]2(Cc2ccccc2)[C@H]2C(=O)N(C)C(=O)[C@@H]32)cc1
    8%, 1%, x

(list continues)
compound | TDP1 cell CPT | FEN1 inh | GCN5L2 inh
Cc1ccc(-n2c(=O)[nH]cc(C(=O)N3CCc4ccccc43)c2=O)cc1C | 18% | -3% | -5%
CC1CCN(C(=O)CC2C(=O)Nc3c2c(=O)n(C)c(=O)n3Cc2ccccc2)CC1 (stereo unspecified) | u | -17% | -1%
Cc1ccc2nc(SCC(=O)Nc3cc(C)on3)nc(=O)n2c1 | 3% | -4% | -17%
Cc1ccc(CNC(=O)Cc2ccc(-c3ccccc3)cc2)cc1 | 1µM* | 3% | -3%
CN(CCC1CCOCC1)C(=O)CC1C(=O)NCCN1Cc1c(F)cccc1Cl (stereo unspecified) | -16% | 3% | -1%
Cc1c(NS(=O)(=O)c2cc(C(=O)Nc3ccc(F)cc3Cl)ccc2Cl)c(=O)n(-c2ccccc2)n1C | -7% | -4% | x
CCCCN(C)C(=O)c1ccc(S(=O)(=O)N2CCOCC2)cc1 | -13% | 2% | -1%
Cc1cc(C)cc(NC(=O)Cc2csc(COc3cccc(C)c3)n2)c1 | -20% | -4% | -15%
CC(C)CN(C(=O)c1ccc(S(=O)(=O)N2CCCCC2)cc1)C1CCS(=O)(=O)C1 (stereo unspecified) | 7% | -3% | 1%
Cc1ccc(S(=O)(=O)N2CC=C(C(=O)NC3CC3)CC2)cc1 | u | 6% | -28%
Cc1cccc(Oc2ncc(-c3ccc(Cl)cc3)cn2)c1C | u | -3% | -1%
COc1ccccc1C(=O)Nc1ccc2c(c1)nc(CCNC(C)=O)n2C | -8% | 5% | -9%
Cc1ccc(NC2=CC(=O)OC(C)C2)cc1 (stereo unspecified) | -2% | -1% | -4%
O=C(Nc1ccc(Cl)cc1)c1sccc1-n1cccc1 | -3% | -12% | -8%
CCC(CC)C(=O)NCCCN1CCOCC1 | 2% | -4% | 3%
CCn1c(C)nc2cc(C(=O)N/N=C(\C)c3ccc(OC)cc3O)ccc21 | 9.2µM* | 1% | -7%
CCOC(=O)c1ccc(NC(=O)COCc2cc(-c3ccc4c(c3)OCO4)on2)cc1 | -22% | 17% | -4%
Cc1cc(C)cc(NC(=O)Cc2ccc(NC3=NC4CS(=O)(=O)CC4S3)cc2)c1 (stereo unspecified) | 12% | -8% | u
Cc1[nH]c2ccc(Br)cc2c1CCNC(=O)c1cc2ccccc2oc1=O | x | -12% | -3%
CCOC(=O)N1CCN(c2ccc(C(F)(F)F)cn2)CC1 | -28% | 0% | -4%
CCc1ccc2[nH]c(=O)c(CN(CCN(C)C)C(=O)Nc3ccccc3OC)cc2c1 | u | -3% | 0%
CC(C(=O)Nc1ccc2[nH]c(=O)[nH]c2c1)N1CCN(Cc2ccc3c(c2)OCO3)CC1 (stereo unspecified) | -12% | u | 1%
Cc1c(Cl)cccc1NC(=S)N1CCN(S(=O)(=O)c2cccs2)CC1 | -2% | -7% | 1%
O=C(CN1C(=O)NC2(CCc3ccccc32)C1=O)c1ccc(Cl)cc1 (stereo unspecified) | -8% | 10% | 0%
CCOc1ccc(NC(=O)[C@H](Cc2ccccc2)N2Cc3ccccc3C2=O)cc1 | 5% | -11% | 1%
Cn1c(N)cc(-c2ccc(F)cc2)c(C#N)c1=O | -8% | 2% | -9%
O=C(Nc1ccccc1C(F)(F)F)c1ccc2oc(=O)c(S(=O)(=O)c3ccc(F)cc3)cc2c1 | -24% | -15% | -4%
CCNC(=O)Nn1c(-c2ccccc2)nc2ccccc2c1=O | -1% | -5% | -10%
COc1cccc(NC(=O)CN(C)S(=O)(=O)c2ccc3c(c2)n(C)c(=O)c(=O)n3C)c1 | -19% | -16% | -20%
O=C(CSc1cn(CC(=O)N2CCCCCC2)c2ccccc12)NCC1CCCO1 (stereo unspecified) | -2% | 0% | -8%

compound | TDP1 cell CPT | FEN1 inh | GCN5L2 inh
Cc1cccc(NC(=O)c2sc(NC(=O)c3ccco3)c(C#N)c2C)c1C | -39% | -2% | -18%
COC(=O)c1c(-c2ccc(S(C)(=O)=O)cc2)sc2cc(OC)ccc12 | u | -16% | u
CC[C@]12c3[nH]c4ccccc4c3CCN1C(=O)C(CC(=O)NCCCn1ccnc1)C[C@@H]2C(=O)N1CCN(C(=O)c2ccco2)CC1 (stereo partly specified) | 6% | -11% | 0%
N#CCC(CNc1ncc(C(F)(F)F)cc1Cl)OC(=O)c1ccc(Cl)cc1 (stereo unspecified) | -23% | u | -1%
CCn1c(=NC(=O)c2ccc(N3C(=O)CCC3=O)cc2)sc2c(OC)ccc(OC)c21 | 23µM* | u | -20%
COc1ccc(CN2C(=O)NC3(CCCCCC3)C2=O)cc1F | 16µM* | -5% | -3%
Cc1cc(/C=C2\C(=N)N3N=C(c4ccco4)SC3=NC2=O)c(C)n1Cc1ccccc1 | 4% | u | u
Cc1ccc(C(=O)NNC(=O)c2ccc3c(c2)OCCO3)cc1 | 1% | -10% | 5%
CC1CCCCC12NC(=O)N(CC(=O)Nc1ccccc1N1CCOCC1)C2=O (stereo unspecified) | 3% | -3% | -4%
CCOC(=O)c1c(-c2cccs2)csc1NC(=O)CN1CC(C)OC(C)C1 (stereo unspecified) | 26µM* | -24% | -9%
COc1ccc(NC(=O)N2CC[C@@]3(CCCN(C(=O)c4cnccn4)C3)C2)cc1 | -3% | x | -19%
O=C(Nc1cccc(F)c1)N1CC2(CCN(C(=O)c3ccncc3)CC2)C1 | u | x | -7%
CN(C(=O)C1CCC(=O)N(Cc2cccc(F)c2)C1)C1CCCCC1 (stereo unspecified) | u | 19% | -1%
COc1cccc(NC(=O)C(=O)NCCc2csc3nc(-c4ccccc4C)nn23)c1 | u | 5% | -8%
O=C1NCCOC(=O)[C@@H](Cc2ccc(F)cc2)C/C=C\C[C@@H]1CC(=O)N(CCO)Cc1ccccc1 | 18µM* | -2% | 1%
CCOc1ccc(C(=O)NC(=S)N2CCN(c3ccc(C(F)(F)F)cc3[N+](=O)[O-])CC2)cc1 | u | -7% | -2%
C/C(=N\O)C1(C)N(O)C(C)(C)C(c2ccc(F)cc2)=[N+]1[O-] (stereo unspecified) | -12% | 9% | 0%
COc1ccc(OC)c2sc(N3CCN(C(=O)C4COc5ccccc5O4)CC3)nc12 (stereo unspecified) | u | -1% | -18%
CSc1ncc(CN2CCN(CC=C(C)C)C(CCO)C2)cn1 (stereo unspecified) | -4% | 14% | -1%
O=C(NN/C(=N/S(=O)(=O)c1ccc(Cl)cc1)c1ccccc1)c1ccc(O)cc1 | 4% | -4% | -6%
COc1ccc(OC)c(NC(=O)/C=C/c2ccc(C)o2)c1 | -28% | -15% | -7%
CCc1cccc2c(C(=O)CN3C(=O)NC4(CCc5ccccc54)C3=O)c[nH]c12 (stereo unspecified) | 4.6µM* | -6% | -5%
COc1ccc(Cc2nc3ccc(C(=O)NCc4cc(C)no4)cc3o2)cc1OC | u | 13% | -4%
CC(=O)Nc1ccc(S(=O)(=O)NC(CSc2ccc(C(=O)O)cc2[N+](=O)[O-])C(=O)O)cc1 (stereo unspecified) | -1% | -6% | 2%
Cc1nc2ccccc2c(=O)n1NC(=O)/C=C/c1ccccc1Cl | u | 10% | -30%
CC1CC2=C(C(=O)O1)C(C)Nc1ccccc1N2 (stereo unspecified) | 0% | 3% | -4%
Cc1ccc(-c2nnn(CC(=O)N(Cc3ccc(F)cc3)C(C(=O)NC3CCCC3)c3ccncc3)n2)o1 (stereo unspecified) | -4% | -4% | 2%
Cc1cc(C)cc(N2CCCn3c2nc2c3c(=O)n(CCN3CCOCC3)c(=O)n2C)c1 | -30% | -6% | -1%
